TbREL1 primary: TbREL1 RNA ligase inhibitors, primary screen, biochemical, FRET fluorescence; 0.49% of 89,000 active; RNA-editing ligase 1, mitochondrial (Trypanosoma brucei brucei), P86926; TbREL1 RNA ligation; inhibition, % at 9.66 µM; AID 1117264, 2014;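 active = inhibition above the mean inhibition across all screened compounds plus 3 SD, cut at about 11% in these data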;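 also: 0% = plate median of test wells and 100% = NSC42067 control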
Target sequence (P86926 whole entry, looked up): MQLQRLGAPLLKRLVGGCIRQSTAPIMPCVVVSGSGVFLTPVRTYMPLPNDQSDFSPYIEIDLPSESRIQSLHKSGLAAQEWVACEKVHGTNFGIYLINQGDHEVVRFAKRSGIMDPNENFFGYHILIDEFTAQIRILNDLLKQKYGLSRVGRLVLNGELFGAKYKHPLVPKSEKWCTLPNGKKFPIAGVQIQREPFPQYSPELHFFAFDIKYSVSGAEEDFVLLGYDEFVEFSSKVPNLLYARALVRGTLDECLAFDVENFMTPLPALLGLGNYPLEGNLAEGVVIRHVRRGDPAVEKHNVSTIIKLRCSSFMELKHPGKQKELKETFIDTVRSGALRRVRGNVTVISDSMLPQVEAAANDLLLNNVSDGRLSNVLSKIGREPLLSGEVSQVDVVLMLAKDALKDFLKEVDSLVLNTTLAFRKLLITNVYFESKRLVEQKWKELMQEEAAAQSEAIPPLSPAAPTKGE
* = called active by the depositor.

SMILES	TbREL1 primary
Cc1ccc(C)c(SCC(=O)OCC(=O)Nc2ccc(S(=O)(=O)N3CCOCC3)cc2)c1	-0.4
CCC(C)(C)NC(=O)C(c1ccccc1F)N(Cc1ccco1)C(=O)c1csnn1 (stereo not drawn)	-1.1
CC1(NC(=O)CC(c2ccccc2)(c2ccccc2)c2ccccc2)CCN(CCCc2ccccc2)C1=O (stereo not drawn)	1.1
COc1ccc(OC)c(/C=N/NC(=O)CCc2c(C)n[nH]c2C)c1	-0.8
CCN(CC)CCNc1ccc(Cl)cc1[N+](=O)[O-]	3.1
Cc1ccc2nc(C(C)(C)C)c(Cc3cccc(Cl)c3)n2c1	-1.6
CN(CC(=O)Nc1cccc(F)c1)C(=O)c1ccc2c(c1)NC(=O)CS2	0.9
COC(=O)C1=C(C(=O)OC)SC2(S1)C(C(=O)OC)=C(C(=O)OC)SC1=C2c2cc(C)cc(C)c2NC1(C)C	-6.4
CCn1cc(C(=O)NP(=O)(Nc2ccc(C)cc2)Nc2ccc(C)cc2)c2ccccc21	0.3
Cc1oc(-c2ccccc2)cc1C(=O)Nc1ccc2ccccc2c1	-0.3
Nc1nnc(CCS(=O)(=O)c2ccc(Br)cc2)s1	-0.1
O=C(Nc1ccnn1C1CCN(C(=O)c2cccc(Cl)c2)CC1)C1CC1	2.5

The list goes on (3 carried over from the part before).
SMILES	TbREL1 primary
Cc1oc(-c2ccccc2)cc1C(=O)Nc1ccc2ccccc2c1	-0.3
Nc1nnc(CCS(=O)(=O)c2ccc(Br)cc2)s1	-0.1
O=C(Nc1ccnn1C1CCN(C(=O)c2cccc(Cl)c2)CC1)C1CC1	2.5
COc1ccc(-c2cc3nc(C)c(C)c(N4CCN(C(=O)c5ccoc5)CC4)n3n2)cc1	-3.3
Cc1ccc(OCC(=O)N/N=C/C=C/c2ccco2)cc1	-0.1
COc1ccc(NC(=O)Nc2cccc3c2O[C@H](CN(C)C(=O)NC2CCCCC2)[C@@H](C)CN([C@H](C)CO)C3=O)cc1	-3.3
CCCN1c2cccc3cccc(c23)S1(=O)=O	-0.7
COC(=O)C1CCN(C(=O)COC(=O)c2cc(S(=O)(=O)N3CCOCC3)ccc2C)CC1	1.4
NS(=O)(=O)c1ccc(NC(=O)CSc2n[nH]c(=O)n2C2CC2)cc1	1.0
Cc1ccc2sc(NNC(=O)c3cc(-c4cccs4)nc4ccccc34)nc2c1C	-6.1
c1cncc(-c2cnc3ccccc3c2)c1	1.9
O=C(NCC(F)(F)F)C1C(=O)Nc2ccccc2C(=O)N1C1CCCC1 (stereo not drawn)	-3.3
CCC(CC)C(C(=O)NCc1ccccc1)N1CCN(c2cccc(C)c2C)CC1 (stereo not drawn)	0.5
O=C(CSc1cccc(C(F)(F)F)c1)Nc1nnc(C2CC2)s1	-0.7
Cc1ccc(NC(=O)c2ccc(Cl)nc2)cc1	-0.3

(continued)
SMILES	TbREL1 primary
COC(=O)C(CCSC)NC(=O)/C=C/c1ccc(OC)cc1 (stereo not drawn)	-3.4
COc1ccc(C(=O)NC(=S)Nc2ccccc2N2CCCCC2)cc1[N+](=O)[O-]	-5.6
CC(=O)c1ccc(NC(=O)c2noc3c2CCCCC3)cc1	-0.2
COc1ccc(C(=O)N(C)C2CCCCC2)cc1OC1CCN(C(C)C)CC1	0.6
COc1ccc(C(=O)N(C)Cc2ccc(OC)c(OC)c2OC)cc1S(=O)(=O)N1CCOCC1	-2.8
O=[N+]([O-])c1cccc(S(=O)(=O)Nc2ccc(Cc3ccncc3)cc2)c1	-1.2
CC(C)c1ccc(OCC(=O)NC(Cc2c[nH]c3ccccc23)C(=O)O)cc1 (stereo not drawn)	2.1
CC(Sc1nnc(NC2CCCCC2)s1)C(=O)Nc1ccc2c(c1)C(=O)c1ccccc1C2=O (stereo not drawn)	-2.8
Cc1ccc(NC(=O)CCNC(=O)Cn2cnc3ccccc3c2=O)cc1F	-2.4
Cc1ccc(S(=O)(=O)NCCSCc2ccco2)cc1	-0.2
Cc1ccc(C(C(=O)NC(C)(C)C)N(CC2CCCO2)C(=O)Cn2nnc(-c3ccc(C)o3)n2)cc1 (stereo not drawn)	-2.5
NS(=O)(=O)c1cccc(NC(=O)CSc2ccccn2)c1	-3.0

Next section:
SMILES	TbREL1 primary
Nc1nc(SCC(=O)N2N=C(c3ccc(Cl)cc3)CC2c2ccco2)n[nH]1 (stereo not drawn)	-0.8
COC(=O)[C@]12C[C@H](CC(=O)N3CCN(C(=O)C4CC4)CC3)C(=O)N(CCC3=CCCCC3)C1=C[C@H](C1CCCC1)O[C@@H]2C	-2.3
COc1ccc(CCNC(=O)C(=O)NCCCN2CCOCC2)cc1	-1.6
C=CC(=O)NC1CCCCN(C(C)C)C1=O (stereo not drawn)	0.0
COc1ccc(S(=O)(=O)Nc2ccc(S(=O)(=O)N3CCCCC3)cc2)cc1C	-2.7
CCOC(=O)c1c(C)[nH]c(C(=O)OCC(=O)N2CCN(S(=O)(=O)c3ccccc3)CC2)c1C	-0.3
O=C(CCCCCCCC(=O)NNC(=O)Nc1ccccc1)NNC(=O)Nc1ccccc1	-0.1
CCC(C)(C)NC(=O)CN(C(=O)CCC(=O)Nc1nccs1)c1ccc(C)cc1	-1.4
COc1ccc(/C=C/C(=O)Nc2cccc(S(=O)(=O)N3CCOCC3)c2)cc1OC	-0.6
COc1ccc(S(=O)(=O)N2CCOCC2)cc1C(=O)Nc1cccc(C(=O)NC2CC2)c1	-0.8
Cc1cc(C(=O)N2CCOCC2)n(-c2ccccc2)n1	-2.3
O=C(Nc1ccc2[nH]c(=O)[nH]c2c1)c1ccc([N+](=O)[O-])o1	1.5

The listing continues.
SMILES	TbREL1 primary
C/C(=N\NC(=O)C(C)Nc1cccc(Cl)c1)c1ccc([N+](=O)[O-])cc1 (stereo not drawn)	-0.2
C/C(=N\NC(=O)C(=O)Nc1cccc(Cl)c1)c1ccncc1	0.5
CCNC(=O)CCSc1nc(C)cc(C)n1	1.1
CCCS(=O)(=O)NC(=O)C1(C)CCCN(C(=O)c2ccnc(Cl)c2)C1 (stereo not drawn)	-1.4
Cc1ccc(NC(=O)c2cc(S(=O)(=O)NCCc3ccccc3)ccc2F)cc1Cl	4.7
CCc1ccc(OCC2Cn3c(nc4c3c(=O)[nH]c(=O)n4C)O2)cc1 (stereo not drawn)	0.6
COc1ccc(CNC(=O)C[C@H]2C(=O)N(C3CCCCC3)C[C@@H]2Cc2ccccc2)cc1	0.2
CCN1CCN(c2ccc(NC(=O)c3ccc(F)cc3)cc2Cl)CC1	0.2
COC(=O)c1cc(S(=O)(=O)N2CCN(c3cccc(C)c3)C(C)C2)c[nH]1 (stereo not drawn)	0.6
CCN(CC)C(=O)CSc1n[nH]c(=O)n1CCc1ccccc1	0.4
O=C(COC(=O)Cc1cccs1)Nc1cccc(S(=O)(=O)N2CCOCC2)c1	1.1
O=C(O)CSC(=S)N1CCCC1	-1.4

6 structures out of the list, sorted by molar mass, high to low.
SMILES	TbREL1 primary
COc1ccc(CNC(=O)C[C@H]2C(=O)N(C3CCCCC3)C[C@@H]2Cc2ccccc2)cc1	0.2
COC(=O)c1cc(S(=O)(=O)N2CCN(c3cccc(C)c3)C(C)C2)c[nH]1 (stereo not drawn)	0.6
CCN1CCN(c2ccc(NC(=O)c3ccc(F)cc3)cc2Cl)CC1	0.2
C/C(=N\NC(=O)C(C)Nc1cccc(Cl)c1)c1ccc([N+](=O)[O-])cc1 (stereo not drawn)	-0.2
CCc1ccc(OCC2Cn3c(nc4c3c(=O)[nH]c(=O)n4C)O2)cc1 (stereo not drawn)	0.6
O=C(O)CSC(=S)N1CCCC1	-1.4

Additional records follow:
SMILES	TbREL1 primary
O=C(Nc1nnc(S(=O)(=O)N2CCCCCC2)s1)c1ccccc1F	4.2
CC1(Cc2cccc(C#N)c2)C(=O)Nc2c(Cl)cccc21 (stereo not drawn)	2.2
COc1cccc(CNn2c(-c3cccc(C)c3)nc3ccccc3c2=O)c1	0.5
CCOC(=O)c1cc(-c2ccccc2)n(Cc2cc(CC)no2)n1	-1.0
COc1cc(C(=O)NCCSc2ccccc2)cc(OC)c1OC	2.3
C=CCN1CCN(C(=O)c2ccc(-c3ccccc3)cc2)CC1	1.6
c1csc(-c2nn3c(C4CCCCC4)nnc3s2)c1	4.7
CCOCCCN(C(=O)CCC(=O)Nc1cc(C)on1)C(C(=O)NC(C)(C)C)c1ccccc1Cl (stereo not drawn)	0.6
CCCc1cc(C(N)=O)c(NC(=O)C2CCCO2)s1 (stereo not drawn)	0.8
CC(C)Cn1c(=O)[nH]c2ccccc21	5.5
N#Cc1c(/N=C/c2cc(Br)cs2)sc2c1CCC2	-4.7
COCCn1c(CN2CCN(c3ccc(OC)cc3)CC2)nc2c1c(=O)n(C)c(=O)n2C	-1.0

Continued:
SMILES	TbREL1 primary
CC1CN(C(=O)Cn2cnc3c2c(=O)n(C)c(=O)n3C)CC(C)O1 (stereo not drawn)	2.1
O=C(CCCN1C(=O)/C(=C/c2ccco2)SC1=S)Nc1ccccc1	0.7
Cc1ccc(S(=O)(=O)N2CCOCC2)cc1C(=O)Nc1c(C)n(C)n(-c2ccccc2)c1=O	2.8
COc1ccc([N+](=O)[O-])cc1NC(=O)CC(C)c1ccccc1 (stereo not drawn)	0.0
O=C(CNCc1ccccc1[N+](=O)[O-])N1CCC2(CC1)OCCO2	-2.7
COc1cccc(C(C(=O)NCc2ccccc2)N2CCN(c3ccccc3F)CC2)c1OC (stereo not drawn)	-3.8
Cc1ccc(S(=O)(=O)N(C)C[C@H]2OCc3cnnn3CCCC(=O)N([C@@H](C)CO)C[C@H]2C)cc1	3.4
COc1ccc(N/C(=N\c2nc(C)cc(C)n2)NC(=O)C(C)C)cc1OC	4.0
CC(=O)c1c(C)[nH]c(C(=O)OCC(=O)N2CCN(S(=O)(=O)c3ccc(C)cc3C)CC2)c1C	-1.5
CC(=O)OC(C(=O)NCc1ccc2c(c1)OCO2)c1ccccc1Cl (stereo not drawn)	-1.9
CCCN(CCC)CCNC(=O)c1cc2c(=O)n(C)c3ccccc3c2n1C	5.9
Cc1ccc(Cl)cc1NC(=O)COC(=O)CSc1ccccc1	-1.4

Further results:
Structure | TbREL1 primary
COc1ccc(N(CC(O)CN2CCCCC2)S(=O)(=O)c2ccc(C)cc2)cc1 (stereo not drawn) | -0.5
O=C1C=C(c2ccc3c(c2)OCO3)C[C@@H](c2ccc(Cl)cc2)C1 | 0.5
CCc1ccc(NC(=O)c2ccc(F)c(S(=O)(=O)NCC3COc4ccccc4O3)c2)cc1 (stereo not drawn) | 0.9
CCSc1nnc(NC(=O)C2CCCN(C(=O)c3ccc(Cl)cc3)C2)s1 (stereo not drawn) | -2.6
COc1ccc(NC(=O)N/C=C/c2ccccc2)cc1 | -3.9
O=C(CSc1nc2ccccc2[nH]1)Nc1ccc(F)cc1 | 2.3
COc1ccc(N2C(=O)CCC(C(=O)N3CCC(C(N)=O)CC3)C2c2ccc(F)cc2)cc1 (stereo not drawn) | 2.4
COC(=O)/C(=C\c1ccc(O)cc1)c1nc2ccccc2[nH]1 | 1.4
COc1ccc(CNC(=O)C/C(C)=N/NC(=O)COc2ccc(C)cc2Br)cc1 | -0.1
CCOC(=O)C1(O)CC(C)=NN1C(=O)c1cccc(Cl)c1 (stereo not drawn) | 2.9
O=C(Oc1ccc2c(=O)c(Oc3ccc4ccccc4c3)coc2c1)c1cccnc1 | 0.8
Cn1ccnc1SCC(=O)Nc1cc(C(F)(F)F)ccc1N1CCOCC1 | -1.8
CCOC(=O)c1c(-c2ccc(OC)cc2)nc2nonc2c1N | 3.3
CCc1nc2ccc(C(=O)N(C)CCN(C)C)cn2c1N(C)CCC(C)C | -4.0
CS(=O)(=O)Cc1ccc(C(=O)N2CCN(C(=O)c3cccs3)CC2)cc1 | -0.1
O=C(NC(=S)Nc1cccnc1)c1ccccc1 | -1.9
Fc1ccc(N2CN(Cc3cccnc3)CNC2=S)cc1 | -3.6
Cc1ccc(NS(=O)(=O)c2cc(C(=O)OCC(=O)NCC3CCCO3)ccc2C)cc1 (stereo not drawn) | -1.3
CC(C)C(c1nnnn1Cc1ccccc1)N(CCCO)Cc1cc2cc3c(cc2[nH]c1=O)OCO3 (stereo not drawn) | 0.0
COc1ccc(S(=O)(=O)N2CC(C(=O)O)Oc3ccc(Cl)cc32)cc1 (stereo not drawn) | 1.4
CCN(CC(=O)Nc1ccc(NC(C)=O)cc1)C(=O)CSCc1c(C)noc1C | -3.9
COc1ccccc1CC(=O)NNS(=O)(=O)c1ccc([N+](=O)[O-])cc1 | 2.5
COc1ccc(OC)c(C(c2nnnn2C(C)(C)C)N2CCc3ccccc3C2)c1 (stereo not drawn) | 1.4
COC(=O)CCC(=O)Nc1nc(-c2ccccc2)cs1 | -1.4
COc1ccc(N(CC(=O)NCCSc2ccccn2)S(C)(=O)=O)cc1 | -1.3

The results go on:
Structure | TbREL1 primary
O=C(/C=C/c1ccc(Cl)cc1)Nc1ccc(N2CCCCC2)cc1 | -0.9
CCCCN1C(=S)NC[C@@H]1Cc1cccc2ccccc12 | -3.5
Nc1ccc(C(=O)Nc2ccccc2C(=O)O)cc1 | 1.8
COC(=O)C1=C(C)N(Cc2cccc(C(F)(F)F)c2)C(=NCc2ccccc2C(F)(F)F)NC1c1cccc(F)c1 (stereo not drawn) | 15.2*
Cc1ccc(CNC(=O)CN(C(=O)C2(C)CC(=O)N=C3C=CC=CN32)c2cccc(C)c2C)cc1 (stereo not drawn) | 3.6
COc1ccccc1NC(=O)CCC(=O)OCC(=O)c1ccc(C)c([N+](=O)[O-])c1 | -0.9
CCn1cc(C(=O)NCC(OC)OC)c(=O)c2cc(S(=O)(=O)N3CCCC3)ccc21 | -2.0
Cc1ccc(S(=O)(=O)N(Cc2cc3cccc(C)c3[nH]c2=O)c2ccccc2)cc1 | -0.2
CN(CC(O)CON=C1c2ccccc2-c2ccccc21)S(=O)(=O)c1ccc(Br)cc1 (stereo not drawn) | -1.8
COc1ccc(CNC(=O)CCn2cccc2)cc1 | -1.9
CC(C(=O)O)N(c1ccccc1Cl)S(C)(=O)=O (stereo not drawn) | 7.5
Cc1cccc(NC(=S)N2CCN(S(=O)(=O)c3cccc(F)c3)CC2)c1 | 6.5
O=C(CSc1nnc(-c2cccnc2)n1Cc1ccco1)c1ccc(Cl)c(Cl)c1 | 3.3

This is a subset; the hit share may differ from the screen's.
